Rpn11 block – Rpn11 (human) deubiquitinase inhibition | hit rate 0.59% among 360,000 | calls only at 20 µM | human 26S proteasome, Ub4-pepOG fluorescence polarization; 20S core pre-blocked with epoxomicin;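 active = inhibition at 20 µM, scaled to each plate's controls, above about 33%, limit read from the data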
Target sequence (O00487 whole entry, looked up): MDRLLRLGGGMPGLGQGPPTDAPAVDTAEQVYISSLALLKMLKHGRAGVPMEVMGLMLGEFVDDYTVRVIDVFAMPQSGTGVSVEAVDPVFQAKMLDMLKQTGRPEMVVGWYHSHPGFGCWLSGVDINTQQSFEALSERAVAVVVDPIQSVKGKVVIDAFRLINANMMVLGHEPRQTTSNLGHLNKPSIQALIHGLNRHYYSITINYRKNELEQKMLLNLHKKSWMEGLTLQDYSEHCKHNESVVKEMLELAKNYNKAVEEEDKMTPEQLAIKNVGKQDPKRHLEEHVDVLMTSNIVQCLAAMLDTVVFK
STEP inh – blocks human striatal-enriched tyrosine phosphatase; hit rate 0.25% among 360,000; inhibition, % at 20 µM; recombinant STEP, OMFP fluorogenic substrate, fluorescence; AID 588621; P54829;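 active = inhibition at 20 µM, scaled per plate between control wells, above about 37%, limit read from the data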;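 also: 0% = DMSO with enzyme and substrate and 100% = substrate only without enzyme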
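medium = Bis-Tris buffer pH 6.0, 2.5 mM DTT, 0.005% Tween 20 | test system = STEP (striatal-enriched tyrosine phosphatase) enzyme, cell-free | measure = normalized % inhibition | compound dosing = 20 µM, 1% DMSO | also added = 25 µM OMFP | schedule = reaction 20 min, ambient temperature | measured by = fluorescence read at 480 nm ex / 540 nm em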
TbMetRS inhib – Trypanosoma brucei MetRS inhibition; purified T. brucei MetRS, ATP depletion, Kinase-Glo luminescence; inhibition, % at 11.9 µM; hit rate 0.4% among 360,000;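 active = inhibition above a per-plate cutoff of the control wells' mean inhibition plus 3 SD, cut at about 5.5% in these data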;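 also: 0% = DMSO wells median and 100% = median of wells with control inhibitor compound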
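assay system = parasite MetRS enzyme | timing = 15 min preincubation, 2 h reaction, all 25 °C | evaluation = percent inhibition relative to median high and low control wells | medium = HEPES buffer containing pyrophosphatase, BSA, spermine, DTT | compound = single dose, 11.9 µM final nominal, 0.9% final DMSO | detection = Kinase-Glo luminescence, ATP depletion format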
CSN inh – inhibitors of human CSN-mediated cullin deneddylation. Q92905. Purified CSN, SCF-Nedd8-OG deneddylation, fluorescence polarization. inhibition, % at 12.5 µM. hit rate 0.38% among 360,000;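 active = pattern-corrected inhibition above about 35%, with an unprinted fluorescence ratio check between 0.5 and 1.5, limit read from the data, passing the limit was not always enough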;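 also: 0% = enzyme with substrate and 100% = substrate without enzyme; some results filed as inactive read as strong as hits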
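Assay system: Purified human Csn5 enzyme expressed in HEK293T cells | Amount: Enzyme 0.24 nM | Measured by: Fluorescence polarization readout | Medium: Tris/NaCl/DTT buffer, pH 7.5 | Compound dosing: One concentration, 12.5 µM, 0.25% DMSO | Times: 90 min incubation of compound, enzyme and substrate at room temperature | Control set: no-enzyme wells high, enzyme-with-substrate wells low | Read-out: % inhibition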
PABP1 MLLE inh – inhibitors of microRNA-mediated deadenylation, human PABP1 MLLE binding; P11940; GST-MLLE / FITC-PAM2 fluorescence polarization; inhibition, % at 20 µM; hit rate 0.36% among 360,000; AID 588489; in the data active = inhibition above about 35%, passing the limit was not always enough;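 also: plate controls were DMSO wells with GST-MLLE for no effect and wells lacking GST-MLLE protein for full effect; some results filed as inactive read as strong as hits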
Target sequence (P11940 whole entry, looked up): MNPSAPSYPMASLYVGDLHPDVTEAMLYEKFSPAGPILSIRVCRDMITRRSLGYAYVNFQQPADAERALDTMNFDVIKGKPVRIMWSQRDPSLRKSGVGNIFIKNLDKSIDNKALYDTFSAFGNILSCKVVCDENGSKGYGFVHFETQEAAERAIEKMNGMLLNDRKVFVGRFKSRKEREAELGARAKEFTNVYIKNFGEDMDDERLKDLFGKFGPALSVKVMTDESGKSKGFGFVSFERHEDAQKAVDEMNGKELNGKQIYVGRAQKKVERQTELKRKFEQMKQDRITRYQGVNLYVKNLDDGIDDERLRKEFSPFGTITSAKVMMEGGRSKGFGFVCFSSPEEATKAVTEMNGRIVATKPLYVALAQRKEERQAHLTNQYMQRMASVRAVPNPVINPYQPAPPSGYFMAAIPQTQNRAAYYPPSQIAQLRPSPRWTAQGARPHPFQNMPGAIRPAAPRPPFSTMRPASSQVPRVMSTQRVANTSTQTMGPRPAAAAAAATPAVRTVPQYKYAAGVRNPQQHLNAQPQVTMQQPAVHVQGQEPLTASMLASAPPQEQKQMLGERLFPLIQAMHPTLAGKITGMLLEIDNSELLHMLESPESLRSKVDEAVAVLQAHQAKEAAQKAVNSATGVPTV
NadD inh – inhibitors of Staphylococcus aureus NadD | AID 602399 | purified NadD enzyme, colorimetric absorbance read-out | inhibition, % at 20 µM | hit rate 0.78% among 360,000; in the data active = inhibition above about 26%; also: some compounds past the cut are filed as inactive
DNMT1 block – DNMT1 (human) enzyme inhibition; P26358; DNMT1 molecular beacon, Hinp1I cleavage, fluorescence; inhibition (reported as % activation of signal), % at 10 µM; hit rate 0.83% among 360,000; AID 588458; in the data active = inhibition above about 50%
Scp-1 inhibitor – inhibitors of human Scp-1 phosphatase. Q9GZU7. Recombinant Scp1, phosphopeptide, malachite green phosphate absorbance. inhibition, % at 20 µM. hit rate 0.88% among 340,000. AID 493091;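 active = inhibition above about 50% at 20 µM, limit read from the data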;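 also: plate controls were DMSO wells with enzyme for no effect and wells lacking enzyme for full effect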
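Test system: SCP-1 catalytic domain; Buffer or medium: Acidic Tris acetate buffer with magnesium and detergent; Also added: Phosphorylated 17-residue peptide substrate; Compound: single 20 µM dose, 1% DMSO; Schedule: enzyme reaction 45 min at room temperature, colour 5 min, stabilisation 30 min; Signal: Phosphate-binding colour reagent, absorbance read at 630 nm.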
LMPTP inh – LMPTP (human) inhibition; AID 651560; inhibition, % at 20 µM; P24666; hit rate 0.22% among 360,000; recombinant LMPTP-A, OMFP fluorogenic substrate, fluorescence intensity;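 active = compounds that cut the enzyme signal by at least half of the control window in the single-dose screen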;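 also: plate controls were DMSO wells with enzyme plus substrate for no effect and substrate without enzyme for full effect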
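material = LMPTP-A | quantity = 0.625 nM enzyme | reagent = OMFP substrate, 400 µM final | buffer or medium = Bis-Tris pH 6.0, DTT, detergent | detection = endpoint fluorescence intensity from OMFP dephosphorylation | dosing = single 20 µM dose | read-out basis = % inhibition relative to no-enzyme and uninhibited control wells | control set = no-enzyme and uninhibited controls | timing = 50 min at room temperature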
SUMO1-SIM PPI – SUMO1-SIM interaction modulation; SUMO1 binding to a labelled peptide, TR-FRET, 1 h; hit rate 0.33% among 360,000; AID 602429; inhibition, % at 20 µM; in the data active = inhibition above about 37%
Target sequence (P63165 whole entry, looked up): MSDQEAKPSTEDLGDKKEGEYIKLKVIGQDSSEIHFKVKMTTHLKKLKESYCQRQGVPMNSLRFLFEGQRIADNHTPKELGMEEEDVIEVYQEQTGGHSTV
The depositor's hits bear a star; i = inactive; · = not tested or not shown.

SMILES | Rpn11 block | STEP inh | TbMetRS inhib | CSN inh | PABP1 MLLE inh | NadD inh | DNMT1 block | Scp-1 inhibitor | LMPTP inh | SUMO1-SIM PPI
CCOC(=O)N1CCN(S(=O)(=O)c2ccc(OCC(=O)OC)cc2)CC1 | i | -2 | -0.9 | 2 | 1 | -5 | -1 | 3 | -0.4 | -2
Cn1c(=O)c2c(nc(CN3CCN(c4ccc(F)cc4)CC3)n2Cc2ccccc2F)n(C)c1=O | i | 0 | -1.3 | -1 | 2 | 4 | 5 | 2 | -2.7 | 2
Cc1onc(-c2ccccc2)c1C(=O)Nc1ccc(S(=O)(=O)Nc2nccs2)cc1 | i | -5 | -0.5 | 0 | 11 | -3 | 1 | -4 | 0.4 | -2
Cc1onc(-c2c(Cl)cccc2Cl)c1C(=O)N=C(N)N1CCOCC1 | i | -1 | -0.2 | 5 | 12 | -2 | 2 | -8 | -0.6 | 2
COC(=O)C(NC(=O)C(C)NC(=O)OCc1ccccc1)C(C)C (stereo not drawn) | i | 0 | 0.1 | -2 | 13 | 0 | 2 | -7 | -1.9 | 0
C[C@H]1CN([C@@H](C)CO)S(=O)(=O)c2ccc(C#Cc3ccccn3)cc2O[C@H]1CN(C)Cc1ccc(F)cc1 | i | -2 | -1.1 | 1 | 9 | 0 | -1 | · | -1.0 | -1
COc1cc(CNCc2ccccc2Cl)ccc1OCC(=O)NC1CCCCC1 | i | -1 | -0.7 | 3 | 0 | -14 | 1 | -2 | -1.1 | 2
O=C(NCCN1CCOCC1)c1cc2cc([N+](=O)[O-])ccc2s1 | i | -2 | -0.5 | 2 | -21 | -4 | 8 | -5 | -0.8 | -21
CCCCCn1c(=O)[nH]c2cc(C(=O)NCc3ccco3)ccc2c1=O | i | -2 | -0.3 | 0 | 5 | 1 | 6 | -7 | 1.3 | 5
CCOc1cc(/C=N/NC(=O)CN2CCOCC2)ccc1OCc1ccccc1 | i | 4 | -0.5 | -21 | 8 | 0 | 3 | -5 | -0.5 | -9
Nc1nnc(SCC(=O)OCC(=O)c2ccccc2Br)s1 | i | 0 | 0.5 | 3 | 23 | -1 | 1 | -9 | -0.1 | -3
Cc1ccc(/C=C2\SC(=S)N(C(Cc3ccccc3)C(=O)O)C2=O)cc1 (stereo not drawn) | i | 2 | -0.5 | 4 | -2 | 18 | 7 | -7 | -0.4 | -18
Cc1ccc(C(=O)C(OC(=O)CCC(=O)Nc2cccc(C)c2)c2ccccc2)cc1 (stereo not drawn) | i | 0 | -0.2 | 0 | -25 | -9 | -4 | -15 | 2.4 | 5
COc1ccc(CNc2oc(-c3ccccc3)nc2C#N)cc1 | i | -1 | 1.7 | -2 | -1 | -4 | -1 | -4 | 0.2 | 3
COc1ccc(-n2c(SCC(=O)Nc3sc4c(c3C#N)CCCC4)nnc2-c2ccccc2OC)cc1 | i | 5 | 1.1 | -3 | 12 | 41* | -8 | 9 | 3.3 | 3
CC(/C=N/NC(=O)c1cccc([N+](=O)[O-])c1)=C\c1ccccc1 | i | 3 | -0.7 | 2 | 6 | 10 | 10 | -1 | -1.0 | -2
CN1C[C@@H]2[C@@H]3C(=O)N(C)C(=O)[C@@H]3[C@](C)(C1=O)N2C(=O)c1ccc(C(F)(F)F)cc1 | i | -4 | -0.1 | -5 | -10 | -4 | 6 | -4 | -2.1 | 4
CCOc1ccc(Cl)cc1-c1cc(C(=O)NCc2cccc(C(F)(F)F)c2)[nH]n1 | i | -6 | 0.6 | 2 | 1 | -4 | -14 | · | 2.3 | 5
COc1cc(NC(=O)c2cccc(COCC(F)(F)C(F)F)c2)cc(OC)c1OC | i | -1 | -0.1 | 6 | -9 | -5 | -1 | -1 | 0.3 | 0
Cc1ccc(SC(C)C(=O)Nc2cccnc2)cc1 (stereo not drawn) | i | -3 | 0.4 | 1 | 9 | -1 | 2 | -11 | -1.3 | 0
CCS(=O)(=O)N1CCN(S(=O)(=O)c2ccc3c(c2)OCCO3)CC1 | i | 1 | 0.0 | -5 | 1 | -1 | 1 | -4 | -0.9 | 1
COC(=O)c1ccc(CN2CCCC(CCC(=O)NCc3ccc(C)o3)C2)cc1 (stereo not drawn) | i | 2 | 0.5 | -2 | -6 | -6 | -1 | -8 | -0.2 | 2
COc1cc2[nH]c(=O)n(CCC(=O)NC3CCCC3)c(=O)c2cc1OC | i | 5 | -1.2 | -2 | 0 | -5 | -4 | -5 | -0.7 | -1
COc1cccc(/C=C/C(=O)c2ccc3c(c2)OCCO3)c1OC | i | 1 | -1.0 | -1 | 10 | -8 | 1 | -5 | -2.4 | 0
COc1ccc(NC(=O)CC2CC3CCC2C3)cn1 (stereo not drawn) | i | -1 | -0.5 | 2 | 6 | 4 | 1 | 5 | -0.9 | -2
CS(=O)(=O)c1ccc2nc(NC(=O)CCC(=O)c3cccs3)sc2c1 | i | 0 | 0.1 | 5 | -7 | 14 | -1 | -8 | 4.8 | -1
Cc1c(Cc2ccccc2)c(=O)oc2c(CN(C)C)c(O)c(Cl)cc12 | i | -1 | 0.0 | 3 | -4 | 5 | -4 | -8 | -1.6 | -2
Cc1c(C(=O)O)sc(S(=O)(=O)N2CCN(C(=O)CC(C)c3ccccc3)CC2)c1C(=O)O (stereo not drawn) | i | -2 | -0.1 | -2 | 13 | -2 | 8 | 18 | -2.3 | 4
CCCn1c(CCNc2nc(-c3ccc(Cl)c([N+](=O)[O-])c3)cs2)nc2cc(Cl)c(Cl)cc21 | i | 2 | -0.2 | -4 | -94 | 14 | -12 | -8 | 2.0 | 0
C[C@H](CO)N1C[C@H](C)[C@@H](CN(C)C(=O)NC2CCCCC2)Oc2ccc(NC(=O)c3ccncc3)cc2C1=O | i | -1 | -0.3 | -4 | -27 | 12 | 10 | 58* | 0.2 | -2
CC(=O)NC1(c2ccccc2)CCN(Cc2nnnn2C(C)(C)C)CC1 | i | 4 | -1.1 | 28 | -3 | -2 | 13 | -6 | -1.9 | 1
COc1ccc2oc(-c3ccccc3)cc(=O)c2c1 | i | 2 | -0.8 | 1 | 1 | 0 | 1 | · | 0.6 | 9
COc1ccc(-c2nnnn2C)cc1S(=O)(=O)NCc1ccccc1 | i | -1 | -0.5 | 3 | -11 | 6 | 0 | -1 | 1.9 | -1
COC(=O)c1[nH]c2ccccc2c1NS(=O)(=O)c1ccc(F)c(C)c1 | i | 0 | -0.2 | 3 | 5 | -9 | -4 | -20 | -0.4 | -4
O=C(NCc1cccs1)C1Cc2c(-c3ccc(Cl)cc3)ccnc2O1 (stereo not drawn) | i | 4 | -0.1 | -3 | 14 | 1 | 3 | · | 0.3 | 1
O=C(O)/C=C/c1ccc2c(c1)OCCO2 | i | 1 | 0.2 | 2 | 6 | -6 | 0 | -9 | -4.7 | -1
Cc1ccc(C(=O)N2CCN(c3ncnc4c(C)csc34)CC2)cc1 | i | 0 | 0.1 | -7 | 2 | 5 | 0 | 58* | 0.5 | 2
CCOc1ccc(C2Nc3ccccc3NC3=C2C(=O)CC(C)(C)C3)cc1OC (stereo not drawn) | i | -3 | -0.4 | -4 | 11 | 2 | 1 | -6 | -0.8 | 3
CNS(=O)(=O)c1cccc(C(=O)OCC(=O)Nc2ccccc2OC(F)F)c1 | i | -1 | 0.2 | -3 | -6 | -4 | -1 | -6 | 0.6 | -4
O=C(CN(C(=O)c1csnn1)c1ccccc1C(F)(F)F)NCc1ccccc1 | i | 3 | -0.2 | -1 | 6 | -2 | 0 | -3 | -0.5 | -2
O=C1CN(C(=O)NCC(=O)N[C@@H](C(=O)O)c2ccccc2)c2ccccc2N1 | i | 2 | -0.9 | 2 | -2 | -4 | 2 | -2 | -3.7 | -3
Cc1cn([C@H]2C[C@H](O)[C@@H](CNS(=O)(=O)N3CCCC3)O2)c(=O)[nH]c1=O | i | -1 | -0.7 | 1 | 14 | 4 | -1 | · | -3.0 | 1
COc1cccc(-c2nnn(CCc3nn[nH]n3)n2)c1 | i | 2 | 0.3 | -1 | 4 | -3 | 7 | -2 | -1.0 | 3
O=C1CC(NCc2ccncc2)C(=O)N1c1ccccc1 (stereo not drawn) | i | -2 | -0.2 | 0 | -1 | -1 | 1 | 6 | -1.4 | -9
O=C(Cn1c(=O)n(-c2ccccc2)c(=O)n1CC(=O)N1CCCCC1)N1CCCCC1 | i | 2 | 0.1 | -2 | -6 | 2 | 0 | -10 | -1.3 | -20
COc1ccc(CSCC(=O)Nc2ccccc2SC)cc1 | i | 1 | 0.5 | 1 | 14 | -6 | -2 | -7 | 1.0 | -2
N/C(Cc1cccc2ccccc12)=N\OC(=O)c1ccc2c(c1)OCO2 | i | -4 | 0.2 | -3 | -4 | 2 | -17 | -7 | 5.0 | -1
CN1C(c2ccc(F)cc2)=CS/C1=C(/C#N)c1nnc(N2CCOCC2)n1-c1ccccc1 | i | 2 | -0.4 | 0 | -3 | 9 | 0 | 5 | 0.0 | -8
Oc1ccccc1C(=S)N1CCN(c2cccc(Cl)c2)CC1 | i | 3 | -0.2 | 9 | 28 | 3 | 2 | -1 | 1.9 | 2
COc1ccc(/C=C/C(=O)c2cc(F)ccc2OC(=O)c2ccccc2OC)cc1OC | i | 2 | -0.5 | 18 | -3 | -8 | -6 | -21 | 4.6 | -11
O=C(Cn1c(=O)[nH]c2ccccc2c1=O)N1CCN(Cc2ccc3c(c2)OCO3)CC1 | i | -3 | -0.5 | 2 | 7 | 8 | -4 | -4 | 1.2 | -2
COc1ccc(/C=N/NC(=O)CCn2nnc3ccccc32)cc1 | i | -1 | -1.3 | 4 | -1 | -3 | 1 | -3 | -0.5 | -6

Two of the compounds above, as labelled records.
> COc1ccc(/C=C/C(=O)c2cc(F)ccc2OC(=O)c2ccccc2OC)cc1OC
  Rpn11 block: i; STEP inh: 2; TbMetRS inhib: -0.5; CSN inh: 18; PABP1 MLLE inh: -3; NadD inh: -8; DNMT1 block: -6; Scp-1 inhibitor: -21; LMPTP inh: 4.6; SUMO1-SIM PPI: -11

> O=C(Cn1c(=O)[nH]c2ccccc2c1=O)N1CCN(Cc2ccc3c(c2)OCO3)CC1
  Rpn11 block: i; STEP inh: -3; TbMetRS inhib: -0.5; CSN inh: 2; PABP1 MLLE inh: 7; NadD inh: 8; DNMT1 block: -4; Scp-1 inhibitor: -4; LMPTP inh: 1.2; SUMO1-SIM PPI: -2

Bioassay records: PubChem BioAssay, several laboratories
